# Bioassay records: PubChem BioAssay, several laboratories
# TRPN1 ag: zebrafish TRPN1 channel agonists, primary screen, cell-based, HEK293, calcium fluorescence. transient receptor potential cation channel N1 (TRPN1/NompC), Danio rerio. HEK293 zebrafish TRPN1-YFP, Fluo-8 calcium fluorescence; 100% = response to 87 µM carbachol. activation, % at 3 µM. hit rate 0.18% among 220,000. AID 1424, 2008;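 active = activation above its plate's cutoff, the mean activation of test wells on that plate plus 3 SD, cut at about 19% in these data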;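 also: 0% = DMSO alone and 100% = 87 µM carbachol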
#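 Assay system: Zebrafish TRPN1-YFP in HEK293 cells | Incubation: Dye loading 1 h at 37 °C, then 30 min room temperature | Measured by: Kinetic Fluo-8 fluorescence, ex 470-495, em 515-575 nm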
# BaF3 tox: parental Ba/F3 cell viability inhibition, counter-screen for JAK2V617F inhibitor project, murine pro-B, CellTiter-Glo luminescence | hit rate 1.1% among 220,000 | AID 1486, 2009 | inhibition, % at 5.6 µM | CellTiter-Glo ATP luminescence;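 active = inhibition above a per-campaign cutoff, the mean inhibition of all tested compounds plus 3 SD, cut at about 27% in these data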;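 also: 0% = DMSO wells and 100% = JAK Inhibitor I control wells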
# Ba/F3 V617F tox: reduced viability of JAK2V617F-dependent Ba/F3 cells, primary screen, JAK2V617F inhibitor project, cell-based, Ba/F3 EpoR-JAK2V617F, luminescence. inhibition, % at 5.6 µM. hit rate 1.1% among 220,000. ATP luminescence;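 active = inhibition above the campaign mean plus 3 SD over all tested compounds, cut at about 24% in these data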;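 also: cytokine-independent growth of Ba/F3 cells driven by EpoR plus mutant JAK2; 0% = DMSO-treated cells and 100% = JAK inhibitor I control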
# PPC-1+TRAIL kill: compounds killing PPC-1 cancer cells with TRAIL present, primary screen, TRAIL potentiator project, ATPLite luminescence, uHTS | cell killing (% activity), % at 4 µM | hit rate 0.41% among 220,000 | AID 1443, 2008 | PPC-1 cells + TRAIL, ATPLite viability luminescence;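 active = cell killing above 50% in the first pass at 4 µM, then a duplicate retest at 5 µM averaging 50% or more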;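 also: plate controls were cells with TRAIL plus DMSO for no effect and medium-only wells lacking cells for full effect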
# RBBP9 inh: human RBBP9 inhibitors, primary screen, biochemical, fluorescence polarization, FP-Rh probe, HTS; Serine hydrolase RBBP9 (Homo sapiens), O75884; recombinant RBBP9; hit rate 0.2% among 220,000; inhibition, % at 7.94 µM;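 active = inhibition above the campaign mean of all tested compounds plus 3 SD, cut at about 14% in these data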;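 also: plate controls were DMSO wells with RBBP9 for no effect and wells lacking RBBP9 protein for full effect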
# Target sequence (O75884 whole entry, looked up): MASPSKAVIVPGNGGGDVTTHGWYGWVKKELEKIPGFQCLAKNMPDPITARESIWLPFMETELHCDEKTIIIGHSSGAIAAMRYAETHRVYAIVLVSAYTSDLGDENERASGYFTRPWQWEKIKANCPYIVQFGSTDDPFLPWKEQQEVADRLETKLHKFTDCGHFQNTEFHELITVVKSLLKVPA
#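 System: RBBP9 protein / Buffer or medium: Tris/NaCl buffer pH 8.0 with 0.1% Pluronic / Probe or stimulus: Serine-hydrolase probe FP-Rh, 375 nM pre-mixing / Dosing: 7.94 µM single dose, 0.794% DMSO / Times: enzyme-compound preincubation 30 min, then probe labeling 45 min, 25 °C / Technique: fluorescence polarization (mP), excitation 525 nm, emission 598 nm / Replication: singlicate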
# TRPML3 agonist: human TRPML3 channel agonists, primary screen, cell-based, HEK293 TRPML3-YFP, Fluo-8 calcium fluorescence, 3 µM | Mucolipin-3 (Homo sapiens), Q8TDD5 | 100% = the carbachol control signal | hit rate 0.29% among 220,000 | activation, % at 3 µM;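 active = activation above its plate's cutoff, the mean activation of the plate's test wells plus 3 SD, cut at about 12% in these data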;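 also: 0% = DMSO only wells and 100% = carbachol wells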
#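 Test system: HEK293 cells stably carrying human TRPML3-YFP; Doses: single dose, 3 µM final nominal compound, 0.3% DMSO final; Schedule: dye loading 1 h 37 °C then 30 min ambient, 125 s read; Technique: Fluo-8 calcium fluorescence; Benchmarks: high control carbachol 87 µM, low control DMSO.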
# TNF necrop inh: inhibitors of TNF-alpha triggered necroptosis, primary screen, cell-based, Jurkat FADD-/-, single concentration | Jurkat FADD-/- TNF necroptosis rescue, ATP luminescence, 24 h; 0 = TNF only, 100 = no-TNF cells | hit rate 0.068% among 220,000 | activation (protection from cell death), % at 10 µM;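 active = activation, meaning protection from cell death, of at least 50% relative to plate controls; inactive = activation below 50%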;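 also: necroptosis triggered by 40 ng/mL TNF-alpha added together with compound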
# CHOP inh: inhibitors of CHOP promoter induction, primary screen, cell-based, unfolded protein response, luciferase reporter | CHO-K1 CHOP-promoter luciferase, tunicamycin-induced, 15-18 h | inhibition, % at 10 µM | hit rate 3.8% among 220,000 | AID 2732, 2010;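 active = compounds that reduced the stress-induced luciferase reporter signal by more than about 70% of percent inhibition, limit read from the data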;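 also: 0% = tunicamycin plus vehicle and 100% = wells without tunicamycin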
# Wee1 degr inh: Wee1 degradation inhibitors, primary screen, cell-based, HeLa, Wee1K328M-luciferase, luminescence. Wee1-like protein kinase (Homo sapiens), P30291. HeLa Luc-Wee1K328M stability; 100% = proteasome inhibitor MG132 effect. reporter increase, % at 5 µM. hit rate 1.2% among 220,000;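 active = activation above the mean of all tested compounds plus 3 SD, set per screening run, cut at about 8.8% in these data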;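 also: cells exposed to compound for 20 h before luminescence read; 0% = DMSO alone and 100% = MG132 at 30 µM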
# Target sequence (P30291 whole entry K328M): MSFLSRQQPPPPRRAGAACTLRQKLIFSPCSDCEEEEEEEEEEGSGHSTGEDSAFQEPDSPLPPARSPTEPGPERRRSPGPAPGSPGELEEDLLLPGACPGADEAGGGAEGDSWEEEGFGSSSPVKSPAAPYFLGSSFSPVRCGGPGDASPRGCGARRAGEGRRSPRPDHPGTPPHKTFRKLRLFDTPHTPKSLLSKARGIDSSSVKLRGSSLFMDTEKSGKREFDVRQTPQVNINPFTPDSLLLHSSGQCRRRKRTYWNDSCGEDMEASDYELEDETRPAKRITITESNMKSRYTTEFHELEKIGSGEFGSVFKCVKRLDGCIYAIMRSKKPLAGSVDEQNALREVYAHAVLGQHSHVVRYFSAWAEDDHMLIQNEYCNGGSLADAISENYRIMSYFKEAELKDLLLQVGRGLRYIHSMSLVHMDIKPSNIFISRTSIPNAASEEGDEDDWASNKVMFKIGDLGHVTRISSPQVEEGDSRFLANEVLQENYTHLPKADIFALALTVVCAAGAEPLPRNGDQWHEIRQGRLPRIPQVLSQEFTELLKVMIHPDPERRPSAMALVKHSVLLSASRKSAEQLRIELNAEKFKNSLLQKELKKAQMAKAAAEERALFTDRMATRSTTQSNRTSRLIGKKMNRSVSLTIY
# Active calls of the source: *; nt = no result given.
SMILES,TRPN1 ag,BaF3 tox,Ba/F3 V617F tox,PPC-1+TRAIL kill,RBBP9 inh,TRPML3 agonist,TNF necrop inh,CHOP inh,Wee1 degr inh
CCC(CC)C(=O)NCCCN1CCOCC1,0.0,-1,-3,6,2,1.3,1.3,-39,7
CCn1c(C)nc2cc(C(=O)N/N=C(\C)c3ccc(OC)cc3O)ccc21,0.8,9,4,15,-1,0.5,-3.6,42,-2
Cc1ccc(NC2=CC(=O)OC(C)C2)cc1 (centres undefined),0.0,2,-1,18,0,-0.2,-0.2,36,3
O=C(Nc1ccc(Cl)cc1)c1sccc1-n1cccc1,-1.3,11,3,-11,-3,-0.8,0.0,37,-1
COc1ccccc1C(=O)Nc1ccc2c(c1)nc(CCNC(C)=O)n2C,0.2,6,3,17,0,-0.1,-0.8,-3,1
CCc1ccc2[nH]c(=O)c(CN(CCN(C)C)C(=O)Nc3ccccc3OC)cc2c1,1.5,1,0,-14,0,0.6,-3.2,13,-1
CCOC(=O)N1CCN(c2ccc(C(F)(F)F)cn2)CC1,-0.7,4,-2,29,1,0.8,2.3,3,2
CCOC(=O)c1cnn2c(C(F)F)cc(C3CC3)nc12,-0.7,3,-2,10,-2,0.8,5.3,14,6
CCNC(=O)Nn1c(-c2ccccc2)nc2ccccc2c1=O,1.8,0,0,15,-2,0.0,-3.0,1,-1
Cn1c(N)cc(-c2ccc(F)cc2)c(C#N)c1=O,1.0,2,3,-5,-3,0.2,1.3,3,6
Cc1ccc(NC(=O)COC(=O)CN2C(=O)NC(C)(C)C2=O)cc1S(=O)(=O)N1CCOCC1,-0.7,2,-3,1,-2,0.4,2.0,-5,0
Cc1c(Cl)cccc1NC(=S)N1CCN(S(=O)(=O)c2cccs2)CC1,-0.2,9,4,18,-4,0.9,1.2,15,3
N#C/C(=C\c1ccc(-c2nc3ccccc3s2)o1)C(N)=O,-0.3,-4,-2,2,-5,0.1,-19,30,1
Cc1cc(C(=O)CSc2nc3ccc(Cl)cc3[nH]2)c(C)n1C,1.2,0,-1,13,-3,0.1,1.2,25,-1
COc1ccccc1NC(=O)CSc1nc(N)c(-c2ccccc2)c(=O)[nH]1,-0.1,1,-2,6,3,0.0,-1.2,43,0
COc1cc(/C=C2/SC(=Nc3ccc(O)cc3)NC2=O)ccc1O,2.1,72*,75*,1,8,1.8,-11,35,2
CCOc1ccc(/C=N/Nc2nncc(-c3ccccc3)n2)cc1OC,1.3,6,1,-7,-5,1.0,-0.7,7,17*
CC(C)(C)c1nn(-c2ccccc2)c2nc(Cl)c(C=O)cc12,-0.9,0,0,-3,-7,0.8,-8.7,15,-1
COc1cc(/C=N/NC(=O)c2cnccn2)ccc1O,1.4,5,-3,5,3,0.7,1.0,-7,-4
CCCc1nc2c([nH]1)C(c1cccnc1)C(C#N)=C(N)O2 (centres undefined),-0.7,3,0,-6,-5,-0.1,0.3,15,-3
O=C(O)C1C2C=CC(C3CC23)C1C(=O)O (centres undefined),0.1,2,-2,12,-9,0.3,-1.7,21,1
CCN(CC)S(=O)(=O)c1ccc(/C(O)=C(\C#N)c2nc3ccccc3n2C)cc1,2.2,-6,-4,8,-5,0.8,-2.5,-20,2
COc1cccc(C2/C(=C(/O)c3ccc(C)cc3)C(=O)C(=O)N2Cc2ccco2)c1 (centres undefined),-0.2,0,-5,4,-8,0.8,0.7,26,0
COc1cc2c(cc1OC)[C@H](C)N(C(=S)Nc1ccc(F)cc1)CC2,-0.2,5,-1,4,-2,1.2,3.1,17,2
Cc1ccc(NC(=O)N/C=C/c2ccccc2)cc1,0.5,1,-3,26,-2,0.7,-0.5,45,6
COCCn1c(-c2ccc(OC)cc2)cnc1SCC(=O)Nc1cc(C)on1,3.2,1,-6,18,-7,0.3,-1.6,25,1
O=C(O)c1cc([N+](=O)[O-])ccc1NCCO,-0.1,4,-3,0,4,0.9,1.1,2,2
N=C1S/C(=C\c2ccco2)C(=O)N1c1nccs1,2.3,4,3,27,0,1.4,-2.2,-2,5
COC(=O)c1cc2c(C)c(C)c3ccccn3c-2c1C(=O)OC,0.2,7,1,11,-4,0.8,-13,24,-1
Cc1c(NC(=O)Cc2noc3ccccc23)cccc1[N+](=O)[O-],0.8,4,3,6,-10,1.5,1.8,-3,-4
Cc1ccc(CNC(=O)Cc2ccc(-c3ccccc3)cc2)cc1,-0.5,1,-5,21,-4,-0.3,-19,4,-2
CC1CCN(C(=O)CC2C(=O)Nc3c2c(=O)n(C)c(=O)n3Cc2ccccc2)CC1 (centres undefined),-2.0,2,0,15,-9,-0.6,-0.4,30,5
Cc1ccc(CN(Cc2ccco2)S(=O)(=O)c2ccc(S(=O)(=O)NCC3CCCO3)cc2)cc1 (centres undefined),0.5,4,0,-6,-1,0.1,2.9,58,1
Cc1ccc(-n2c(=O)[nH]cc(C(=O)N3CCc4ccccc43)c2=O)cc1C,1.0,3,-1,-1,-12,0.4,0.6,-13,0
COc1cccc(NC(=O)C2CC(=O)N(C)C(=Nc3cccc(F)c3)S2)c1 (centres undefined),-0.1,3,-4,0,-5,0.1,-0.5,37,3
Cc1cc(C)n(-c2nnc3c4ccccc4n(C)c3n2)n1,0.3,0,-1,46,-6,0.4,-3.0,-13,8

# Rewritten with each value named: entries from further up.
molecule: Cc1ccc(NC(=O)N/C=C/c2ccccc2)cc1
  TRPN1 ag = 0.5
  BaF3 tox = 1
  Ba/F3 V617F tox = -3
  PPC-1+TRAIL kill = 26
  RBBP9 inh = -2
  TRPML3 agonist = 0.7
  TNF necrop inh = -0.5
  CHOP inh = 45
  Wee1 degr inh = 6

molecule: N=C1S/C(=C\c2ccco2)C(=O)N1c1nccs1
  TRPN1 ag = 2.3
  BaF3 tox = 4
  Ba/F3 V617F tox = 3
  PPC-1+TRAIL kill = 27
  RBBP9 inh = 0
  TRPML3 agonist = 1.4
  TNF necrop inh = -2.2
  CHOP inh = -2
  Wee1 degr inh = 5

# Further compounds follow:
SMILES,TRPN1 ag,BaF3 tox,Ba/F3 V617F tox,PPC-1+TRAIL kill,RBBP9 inh,TRPML3 agonist,TNF necrop inh,CHOP inh,Wee1 degr inh
O=[N+]([O-])c1ccc(C2(O)CN(c3ccccc3)C3=[N+]2CCS3)cc1 (centres undefined),0.8,5,-1,8,-4,1.0,1.1,26,4
Cc1c(-c2cc(C(=O)O)on2)cnn1C,0.9,3,-2,10,-3,1.3,2.1,5,0
O=C(c1ccncc1)N(c1ccc2oc3c(c2c1)CCCC3)S(=O)(=O)c1ccc(F)cc1,-1.0,5,0,19,-10,-0.2,0.3,33,-2
C=CCn1c(SCC(=O)Nc2nc(C)cs2)nnc1C(CO)NC(=O)c1ccccc1 (centres undefined),0.1,-2,-4,-3,-3,-0.4,2.0,-5,-2
Cc1cc(Oc2ccc(N)cn2)ccc1Cl,0.2,5,-1,23,-10,0.8,-18,-35,-3
CC[C@@H](C)C(NC(=O)OC(C)(C)C)c1cn([C@@H](Cc2cc3ccccc3[nH]2)C(=O)N2CCN(C(=O)OC(C)(C)C)CC2)nn1 (some centres undefined),-1.0,-3,3,3,-5,0.1,0.2,17,4
O=C(CCCOc1ccc(Cl)cc1Cl)N/N=C/c1ccc(Cl)cc1,-1.2,1,-4,15,-4,-0.1,-1.7,57,5
Cc1cccc(-n2c(SCC(=O)Nc3cccc(S(=O)(=O)NC4=NCCCCC4)c3)nc3ccccc3c2=O)c1C,-2.2,1,0,2,-8,-0.8,-2.8,37,2
O=C(c1ccccc1Sc1ccc([N+](=O)[O-])cc1Cl)N1CCOCC1,-0.4,6,3,4,1,0.8,-0.9,1,0
COc1ccc(NC(=O)COC(=O)c2ccc(F)cc2F)cc1,0.2,2,-1,32,-4,-0.5,0.5,-11,-2
Cc1cccc(CSC(Nc2ccc(F)cc2)=C(C#N)C#N)c1,26*,7,0,29,-7,19*,-11,66,-3
CCOc1cc(C(=S)N2CCOCC2)ccc1OS(=O)(=O)c1ccc(NC(C)=O)cc1,7.5,4,-3,26,-8,0.5,-11,26,-2
COc1ccccc1CNC(=O)C1CCN(S(=O)(=O)N2CCCCC2)CC1,1.0,-1,-3,17,-1,0.5,-1.3,0,1
Cc1ccc(SCc2nc3ccccc3n2CC(=O)Nc2c(C)cccc2C)cc1,-0.1,2,-2,-2,-11,-1.4,-3.3,90*,3
O=C1CC(c2ccsc2)c2ccc3ccccc3c2N1 (centres undefined),-1.5,5,3,21,-4,-0.8,1.1,-26,1
CC(C)NC(=O)Cn1nnc(-c2ccc(Cl)cc2)n1,1.7,8,2,1,-6,0.0,-0.1,3,2
O=C(Nc1ccc(Br)cc1)Nc1ccccc1F,7.6,5,4,23,-10,3.6,3.5,-7,3
CCOC(=O)c1cc(-c2ccc(F)cc2)n(CC(=O)NC(C)CC)c1C (centres undefined),-2.4,-2,-6,5,-5,0.6,3.8,-22,2
CNc1nc(C)c(C#N)cc1C(C)=O,0.0,4,-1,14,3,0.1,-0.5,13,2
COc1ccc(CNC(=O)c2cccc(N3CCCC3=O)c2)cc1,0.2,1,-1,-1,10,0.0,-1.3,0,3
CCC(=O)NC(=S)N1CCN(c2ccc([N+](=O)[O-])cc2Cl)CC1,0.5,0,-4,22,0,0.3,-5.0,43,0
COCCCN(C(=S)Nc1c(C)cc(C)cc1C)C(C)c1ccccn1 (centres undefined),0.4,1,0,12,-2,0.3,0.3,12,-3
FC(F)Oc1ccccc1NC(=S)Nc1cccnc1,1.8,8,2,33,1,0.6,0.1,23,-2
CCOc1ccc(OCc2cccc(C(=O)Nc3ccc(CN4CCCCC4)cc3)c2)cc1,-0.5,3,1,5,-6,0.9,1.1,61,-2
Cc1nn(C(C)C(=O)NNC(=S)Nc2ccc(Cl)cc2)c(C)c1[N+](=O)[O-] (centres undefined),-0.2,5,1,26,1,0.5,2.3,-10,4
CCOc1ccc(-n2c3nc4ccccc4nc3c3c(=O)n(Cc4ccco4)cnc32)cc1,0.9,6,0,nt,-6,0.2,-1.2,nt,2
NC(=O)CC1SC(N)=NC1=O (centres undefined),1.0,1,2,8,-11,0.1,0.0,-2,-1
